Source: PubChem BioAssay
MOR-DOR ag – OPRM1-OPRD1 heterodimerization agonism | 340,000 tested, 0.3% active | P35372+P41143 | activation, % at 9.3 µM | cells, luminescence; in the data active means activation above about 18%;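 further: 0% = vehicle-treated cells and 100% = reference agonist; values of inactives mirror those of a sister screen read the other way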
Target sequence (P35372 whole entry, looked up): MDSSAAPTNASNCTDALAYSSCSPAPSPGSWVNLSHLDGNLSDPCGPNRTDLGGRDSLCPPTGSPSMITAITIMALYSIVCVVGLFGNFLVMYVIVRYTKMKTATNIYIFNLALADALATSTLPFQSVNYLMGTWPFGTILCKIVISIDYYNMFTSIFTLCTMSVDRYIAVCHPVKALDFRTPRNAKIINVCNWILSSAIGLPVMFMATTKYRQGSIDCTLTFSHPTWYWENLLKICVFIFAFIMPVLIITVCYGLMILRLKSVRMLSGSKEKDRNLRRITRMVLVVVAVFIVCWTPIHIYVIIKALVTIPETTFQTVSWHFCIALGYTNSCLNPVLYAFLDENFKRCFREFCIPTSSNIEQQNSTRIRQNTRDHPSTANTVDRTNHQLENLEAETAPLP
Target sequence (P41143 whole entry, looked up): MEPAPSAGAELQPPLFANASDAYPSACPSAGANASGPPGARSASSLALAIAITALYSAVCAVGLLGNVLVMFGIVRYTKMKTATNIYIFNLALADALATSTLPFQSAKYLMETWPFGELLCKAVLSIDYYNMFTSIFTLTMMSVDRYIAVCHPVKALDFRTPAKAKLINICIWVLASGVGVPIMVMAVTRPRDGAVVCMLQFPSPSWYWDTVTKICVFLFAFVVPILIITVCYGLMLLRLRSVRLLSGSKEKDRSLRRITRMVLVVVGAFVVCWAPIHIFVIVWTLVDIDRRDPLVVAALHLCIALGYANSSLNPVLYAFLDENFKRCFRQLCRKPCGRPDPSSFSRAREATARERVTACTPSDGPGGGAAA
phage Ecoli inh – E. coli growth loss with phage present. inhibition, % at 11.9 µM. 360,000 tested, 0.26% active. growth absorbance; in the data active means inhibition above about 11%
HTR5A inv ctr – counter-screen for OPRM1-OPRD1 inverse agonists: human HTR5A inverse agonism | P47898 | HTR5A cell line, luminescence | AID 504634 | 340,000 tested, 0.083% active | inhibition, % at 9.3 µM; in the data active means inhibition mostly above about 23%, no sharp cut-off; inactive means mostly below about 18%;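 further: 0% = cells with DMSO and 100% = no-cell wells with DMSO; some compounds called inactive have numbers as strong as hits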
PfHsp90 yeast 2 – reduces growth (ATP signal) of yeast expressing P. falciparum Hsp90; S. cerevisiae expressing PfHsp90, BacTiter-Glo ATP, 48 h; yeast lacking PDR1 and PDR3 efflux regulators; inhibition, % at 9.4 µM; 310,000 tested, 0.32% active;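 active means every replicate shows inhibition above about 80%, whatever the replicate mean, limit read from the data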;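 further: 0% = DMSO neutral controls and 100% = 20 µM radicicol positive controls; yeast relying on Plasmodium falciparum Hsp90 in place of its own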
Tat transport – blocks Tat-dependent protein export in E. coli. E. coli MC4100 TorA-mCherry Tat export, fluorescence. 340,000 tested, 0.036% active. inhibition, % at 10 µM. AID 488895;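 active means mean replicate inhibition at least 50% and at least half of replicates individually reaching 50%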;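 further: exported cargo escapes ClpAP degradation while cytoplasmic cargo is degraded and loses fluorescence; 0% = median of neutral control wells and 100% = median of NaSCN control wells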
PKA-R1A act – activates the PKA-R1A holoenzyme complex | PKA-R1A dissociation, Cy5-IP20 fluorescence polarization; scaled: DMSO 0%, 113 µM cGMP 100% | activation, % at 11.4 µM | 340,000 tested, 0.083% active | AID 504707;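 active means percent activation above the mean of all tested compounds plus 3 SD, cut at about 19% in these data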;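 further: higher means more PKAc released from R1A so a rise in polarization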
Ecoli viability – bacterial growth inhibition, counter-screen for AddAB inhibitors; E. coli V3065 growth, OD600 absorbance, 18 h; inhibition, % at 11.9 µM; 330,000 tested, 0.27% active; AID 449728;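 active means inhibition above the campaign's mean inhibition across all tested compounds plus 3 SD, cut at about 9.9% in these data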;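 further: uninfected addAB+ strain grown without phage in ampicillin broth; 0% = DMSO wells and 100% = ciprofloxacin 0.95 µg/ml wells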
PKA-R2B activ – PKA-R2B complex activation. PKA-R2B holoenzyme dissociation, Cy5-IP20 fluorescence polarization; R2B truncated from residue 108, S112A mutant; 0% DMSO only, 100% 113 µM cGMP. activation, % at 11.4 µM. 340,000 tested, 0.079% active;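 active means activation above a cutoff set at the mean over all compounds plus 3 SD, cut at about 18% in these data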;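 further: higher means more holoenzyme dissociation and a rise in polarization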
Mot1-301 SUMO – inhibitors of SUMOylation pathway: yeast Mot1-301 growth rescue. growth rescue, % at 18.8 µM. 320,000 tested, 1% active. S. cerevisiae Mot1-301 growth rescue, ATP luminescence, 38.5C; percent above DMSO median, 100 means doubled;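 active means every valid replicate shows activation above 250% relative to neutral control wells; inactive means the rest, any valid replicate at or below 250%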;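 further: OY570 slx delta 5 strain wells were the positive control but not used for scaling; some compounds called inactive have numbers as strong as hits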
OPRM1-OPRD1 inv – mu-delta opioid heterodimer inverse agonism; P35372+P41143; cell-based MOR-DOR heterodimer luminescence; inhibition, % at 9.3 µM; 340,000 tested, 0.21% active; AID 504357; in the data active means inhibition above about 22%, passing the limit was not always enough;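 further: 0% = cells with DMSO and 100% = wells without cells with DMSO; values of inactives mirror those of a sister screen read the other way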
AddAB inh – less growth of phage-infected E. coli with AddAB; E. coli expressing H. pylori AddAB, absorbance growth; inhibition, % at 11.9 µM; 330,000 tested, 0.29% active; AID 435030; in the data active means inhibition above about 12%;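 further: 0% = vehicle wells of infected cells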
* marks the source's active call; other numbers are inactive results; i = inactive; . = not tested or not shown.

SMILES	PKA-R1A act	PfHsp90 yeast 2	OPRM1-OPRD1 inv	phage Ecoli inh	PKA-R2B activ	MOR-DOR ag	Mot1-301 SUMO	Ecoli viability	Tat transport	AddAB inh	HTR5A inv ctr
COc1ccc(NC(=O)CSc2nnc(Cc3ccc(C)cc3)c(=O)n2N)cc1OC	4	-19	16	2.9	5	-3.4	7	0.1	-2	0.1	11
Cc1ccc(-c2cn(CCN)c(-c3ccncc3)n2)cc1	4	19	8	1.6	5	-1.4	0	-1.7	-2	0.2	-25
OCCCCNc1cccc2ccccc12	1	17	1	0.7	-4	-0.2	10	-1.8	-12	2.8	9
CCCn1c(N)c(N(CCOC)C(=O)c2cccc(Cl)c2)c(=O)[nH]c1=O	-9	-7	2	-0.1	2	-0.4	-7	0.2	-1	3.4	-7
COc1ccc(CCNC(=O)CCC(=O)N2CCOc3ccc(Cl)cc32)cc1OC	-12	16	9	3.1	-12	-1.6	4	0.3	2	1.7	-20
CCC(C)NC(=O)C1=CCN(S(=O)(=O)c2ccc(C)cc2)CC1 (stereo not given)	-8	-16	-4	1.7	-2	0.8	-21	-0.9	2	-0.5	8
COC(=O)c1ccc(C(=O)NC2CCSc3ccccc32)cc1 (stereo not given)	2	9	7	3.3	0	-1.2	-12	-1.3	-1	-0.4	6
Cc1cc2c(C)nc(-c3ccccc3)nc2o1	0	19	8	1.4	6	-1.6	1	-0.9	2	1.7	-6
COc1ccc(N(CC(=O)N/N=C/c2cccnc2)S(=O)(=O)c2ccc(C)cc2)cc1OC	11	-4	6	1.6	1	-1.4	-6	.	5	.	-12
Cc1cc(C)nc(Nc2n[nH]c(-c3ccc(C(C)(C)C)cc3)n2)n1	-4	18	-18	6.7	0	3.5	-2	-4.8	4	1.7	-4
COC(=O)c1cn(NC(=O)/C=C/c2cc(OC)ccc2OC)c(=O)c2ccccc12	-19	-4	1	3.1	-2	-0.1	2	-1.7	2	-1.1	7
CCOC(=O)c1cccc(NC(=O)CCc2nnc3ccc(N4CCCCC4)nn23)c1	-7	13	9	0.8	-4	-1.8	0	0.2	0	0.8	10
O=C(CC1C(=O)NCCN1Cc1ccc(F)c(F)c1)NCCCn1ccnc1 (stereo not given)	7	-16	23	3.6	1	-4.5	117	-1.5	-1	-0.4	-2
CCOc1ccc(C(=O)N2CCN(c3ccccc3)CC2)cc1	.	-45	.	5.2	.	.	4	-1.5	-2	1.0	.
O=C(CSc1nnc(COc2ccc(Cl)cc2)o1)N1CCCC1	8	2	0	1.5	1	0.0	-10	-2.0	-5	-0.5	0
O=C1CC(N2CCC(c3nc4ccccc4[nH]3)CC2)C(=O)N1c1cccc(F)c1 (stereo not given)	-10	38	12	3.0	-8	-2.2	26	-1.5	-5	2.6	-7
Cc1ccc(C(=O)N2CCN(c3ccc([N+](=O)[O-])cc3)CC2)o1	8	-13	13	0.6	2	-2.0	-3	-0.8	7	3.4	-3
CCn1c(CNc2ccc(Cl)cc2)nnc1SCc1ccc(C)cc1	3	81*	13	-1.3	-6	-2.2	88	-0.9	2	0.2	-6
Fc1cccc(C2NN=C(c3ccccc3)S2)c1 (stereo not given)	-10	-8	-20	0.6	-7	2.8	i	2.4	-3	0.7	-5
COc1ccc(C(=O)NCC(C)(C)N2CCOCC2)cc1S(=O)(=O)N1CCCC1	-4	-1	8	0.6	-12	-2.0	17	-0.5	2	0.4	-1
CC1CCCCN1C(=O)Cn1cnc2c1c(=O)n(C)c(=O)n2C (stereo not given)	-1	-9	.	1.7	-1	.	-13	-0.3	-3	2.2	.
CCn1cc(CNC(=O)c2ccc(OC3CCN(Cc4ccccn4)CC3)cc2)cn1	-4	-13	4	3.1	12	-0.7	-13	0.1	2	-1.3	-22
CC(NC(=O)NC(=O)c1ccc(Cl)cc1Cl)C1CC1 (stereo not given)	10	-50	5	-1.1	-2	-1.1	-2	-0.6	-2	1.1	45
COc1c(C(=O)NCCSC(C)(C)C)ccc2ccccc12	-7	7	1	0.8	-5	-0.1	175	-0.3	2	4.7	11
O=C(O)Cn1cc2c(n1)CCCC2	-11	3	3	1.4	9	-0.7	8	0.0	-2	3.3	12
Cc1ccc(NC(=O)C2CCCN2C(=O)Oc2ccccc2)cc1C (stereo not given)	4	11	8	3.1	0	-1.5	57	1.7	1	2.2	9
CCN(CC)C(=O)/C(=C/c1cccc([N+](=O)[O-])c1)NC(=O)c1ccco1	3	7	4	2.9	-4	-0.8	-2	2.6	-8	-1.0	-4
Cc1nc2ccc(NC(=O)c3cnc(Cl)c(Cl)c3)cc2s1	1	3	3	0.6	8	-0.4	2	-1.4	2	2.9	-1
Cc1ccc(NC(=O)CN2C(=O)S/C(=C\c3cc(C)n(-c4ccc(C(=O)O)cc4)c3C)C2=O)cc1	0	-40	7	0.5	-17	-1.4	-2	-1.4	0	1.3	-34
CN(C)S(=O)(=O)c1ccc(C(=O)OCCN=C2NS(=O)(=O)c3ccccc32)cc1	-17	-6	7	4.5	-4	-1.2	9	2.2	-1	-2.0	-22
CC(=O)Nc1ccc(OCC(O)Cn2c(C(C)C)nc3ccccc32)cc1 (stereo not given)	12	-11	-4	3.3	11	0.8	-10	0.8	2	-2.3	-2
CC1Cc2cc(S(=O)(=O)CCC(=O)NC3CCCCC3)ccc2N1C(=O)C1CC1 (stereo not given)	-8	25	3	0.4	-4	-0.6	8	2.1	3	-0.3	-9
Cc1ccc(NC(=O)COc2ccc(N(C)S(=O)(=O)c3ccc(F)cc3)cc2)cc1	-10	2	-4	3.1	-18	1.0	-8	1.6	4	1.1	6
CC1(C)CC(CCNC(=O)c2ccc(-n3cnnn3)cc2)CC(C)(C)N1	-12	-66	14	2.1	-5	-3.4	-12	2.5	9	5.1	0
CS(=O)(=O)c1ccc(C(=O)N(Cc2ccccc2)c2ccccc2)cc1	-4	-4	5	0.9	0	-0.7	-2	-1.6	4	2.7	-9
CC(C)Sc1nc(N)nc(-c2cccs2)c1C#N	-4	-194	-24	3.2	-5	4.8	14	0.3	2	3.4	4
CCN(CC(=O)NC(=O)Nc1ccccc1F)Cc1ccccc1	4	14	-17	-1.5	-5	2.6	94	2.0	-1	2.8	-2
Brc1cccc(OCCCN2CCCCCC2)c1	6	15	-6	1.1	-8	0.8	-6	-1.4	0	-1.6	-2
CCNC(=O)NC(=O)COC(=O)CCCc1nc2ccccc2s1	-6	.	-13	4.1	-10	2.4	73	0.3	2	1.1	23
COC(=O)Cn1c(CN2CCC(Cc3ccccc3)CC2)nc2c1c(=O)n(C)c(=O)n2C	-2	-12	-12	0.3	-8	2.1	125	0.4	2	-1.4	-17
O=C(NCCNS(=O)(=O)c1ccc(Cl)cc1)c1cc(OCC(F)(F)F)ccc1OCC(F)(F)F	-2	-21	-10	-0.3	2	1.8	43	-1.0	-3	-1.1	-28
CCOC(=O)CSc1nnc(CNC(=O)c2cccs2)n1-c1cccc(C)c1	1	-14	11	3.4	4	-2.1	26	2.0	1	0.3	11
COc1ccc(C2c3[nH]c4ccccc4c3CCN2C(=O)Cc2nonc2C)c(F)c1 (stereo not given)	-6	22	7	-0.1	-2	-1.4	42	-0.2	1	2.3	2
O=C(c1ccc(Cl)c(S(=O)(=O)N2CCCCCC2)c1)N1CCCCC1	11	8	17	-1.0	-5	-5.1	-5	-0.7	-6	-2.7	-5
N#CCSc1ncccc1-c1nc2ccccc2[nH]1	-4	-2	-5	2.5	-13	1.1	-5	-2.5	33	1.1	-4
COC(=O)CCC(=O)N(CCN(C(=O)CCC(=O)OC)c1ccccc1)c1ccccc1	.	22	.	3.8	.	.	9	-0.5	-3	1.3	.
COc1ccc(C(=O)N(CC(=O)Nc2sc(C)c(C)c2C(N)=O)C2CCCC2)cc1	-5	-1	-4	5.9	-7	0.5	56	1.8	-2	4.5	-12
O=C1c2ccccc2C(=O)N1CSc1nnnn1-c1ccccc1	-1	5	14	2.4	-3	-2.8	-16	2.5	-2	2.1	15
CC(C)CN(C(=O)CSc1ccc2c(c1)OCCO2)c1c(N)n(CC(C)C)c(=O)[nH]c1=O	5	8	13	1.1	1	-3.3	.	-2.2	2	2.3	-5
Cn1cccc1Cc1nnc(SCC(=O)Nc2ccc3c(c2)OCCO3)n1CCc1ccccc1	2	-7	3	2.1	-8	-0.7	4	0.9	-5	1.8	-8
CCOc1cc(CNCc2ccncc2)cc(Cl)c1OC	-12	-5	3	3.4	-12	-0.5	-2	1.3	-10	-0.2	2
Cc1ccc(C(=O)OCn2nnc3ccccc3c2=O)cc1[N+](=O)[O-]	0	2	8	3.0	2	-1.6	11	-3.0	-7	0.6	-53
CC12CCCCC1c1ccccc1C(=NCC(=O)O)N2 (stereo not given)	-13	.	9	3.1	-16	-1.7	0	1.6	-3	2.4	-13
Cc1nc2ccc(NC(=O)COc3ccccc3[N+](=O)[O-])cc2s1	.	17	.	2.6	.	.	11	0.8	-4	3.9	.
NC(=O)CCCCC(=O)OCCCc1cccs1	-3	.	11	3.3	-8	-2.3	-12	-0.5	-8	0.9	10
Cc1[nH]c(=O)[nH]c(=O)c1NC(=O)c1sc2nc3c(C)cccc3cc2c1N	2	9	15	0.7	-2	-2.5	-3	-2.1	1	0.3	-17
O=C(Nc1nnc(CCN2CCCCC2)s1)c1ccc(Br)cc1	-8	7	7	5.2	-3	-1.5	-13	0.2	0	1.5	-12
O=C(CCc1ccccc1)Nc1cc2c(cc1C(=O)O)OCCCO2	-10	.	14	1.8	7	-2.9	10	0.0	1	1.6	-12
COc1ccc(NC(=O)C2CCCN(S(=O)(=O)c3cccc4cccnc34)C2)cc1 (stereo not given)	-5	1	6	1.4	2	-1.2	-5	0.0	4	6.8	-2
CC(=O)NCCn1c(SCc2ccccc2F)nc2ccccc2c1=O	3	23	8	1.6	-1	-1.6	5	-3.2	-3	-0.9	8

New compounds follow.
SMILES	PKA-R1A act	PfHsp90 yeast 2	OPRM1-OPRD1 inv	phage Ecoli inh	PKA-R2B activ	MOR-DOR ag	Mot1-301 SUMO	Ecoli viability	Tat transport	AddAB inh	HTR5A inv ctr
Cc1ccc(OC(=S)Nc2ccc(O)cc2)cc1	3	12	7	4.1	1	-1.4	1	-0.8	-25	2.8	13
Cc1ccc(-n2nnnc2-c2cnn(-c3ccc(F)cc3)c2C(F)(F)F)cc1	-5	33	-26	0.1	-4	4.8	-17	0.9	-1	4.3	-9
CC(C)c1ccccc1NC(=O)COC(=O)c1cc(=O)[nH]c(=O)[nH]1	-1	-31	22	1.0	5	-4.3	-7	-2.5	10	-1.9	4
COc1ccccc1NS(=O)(=O)c1cccc(C(=O)NCC2(N(C)C)CCCCC2)c1	16	0	5	0.5	11	-0.8	-22	1.7	9	2.4	-15
Cc1ccc2oc(=O)c3cnn(CC(=O)N(CCN(C)C)Cc4ccco4)c3c2c1	-4	-40	8	-0.9	5	-1.3	3	2.8	-1	-1.1	-6
